CXXC DNA block – qHTS Fluorescence Polarization Assay for Inhibitors of MLL CXXC domain - DNA interaction. AID 2662, 2010. Histone-lysine N-methyltransferase 2A (Homo sapiens), Q03164. MLL-CXXC / FITC-HOXA9 DNA fluorescence polarization. Potency, µM (top dose mostly 115 µM), without a hit: at the top dose activity change, negative = inhibition, actives largely listed as inhibitors. 0.037% of 290,000 active; active = well fitted inhibition curve with a large enough effect in the polarisation, with a control signal flat, not every such curve was filed as active; inconclusive = small, poorly fitted or top-dose-only effect, or effect the other way, or a change in a side signal; inactive = no such curve, though single readings can be large or run the other way; the % refers to the polarisation; note: potency is the fitted concentration of half-maximal effect
Target sequence (Q03164 whole entry, looked up, the tested form may be a part): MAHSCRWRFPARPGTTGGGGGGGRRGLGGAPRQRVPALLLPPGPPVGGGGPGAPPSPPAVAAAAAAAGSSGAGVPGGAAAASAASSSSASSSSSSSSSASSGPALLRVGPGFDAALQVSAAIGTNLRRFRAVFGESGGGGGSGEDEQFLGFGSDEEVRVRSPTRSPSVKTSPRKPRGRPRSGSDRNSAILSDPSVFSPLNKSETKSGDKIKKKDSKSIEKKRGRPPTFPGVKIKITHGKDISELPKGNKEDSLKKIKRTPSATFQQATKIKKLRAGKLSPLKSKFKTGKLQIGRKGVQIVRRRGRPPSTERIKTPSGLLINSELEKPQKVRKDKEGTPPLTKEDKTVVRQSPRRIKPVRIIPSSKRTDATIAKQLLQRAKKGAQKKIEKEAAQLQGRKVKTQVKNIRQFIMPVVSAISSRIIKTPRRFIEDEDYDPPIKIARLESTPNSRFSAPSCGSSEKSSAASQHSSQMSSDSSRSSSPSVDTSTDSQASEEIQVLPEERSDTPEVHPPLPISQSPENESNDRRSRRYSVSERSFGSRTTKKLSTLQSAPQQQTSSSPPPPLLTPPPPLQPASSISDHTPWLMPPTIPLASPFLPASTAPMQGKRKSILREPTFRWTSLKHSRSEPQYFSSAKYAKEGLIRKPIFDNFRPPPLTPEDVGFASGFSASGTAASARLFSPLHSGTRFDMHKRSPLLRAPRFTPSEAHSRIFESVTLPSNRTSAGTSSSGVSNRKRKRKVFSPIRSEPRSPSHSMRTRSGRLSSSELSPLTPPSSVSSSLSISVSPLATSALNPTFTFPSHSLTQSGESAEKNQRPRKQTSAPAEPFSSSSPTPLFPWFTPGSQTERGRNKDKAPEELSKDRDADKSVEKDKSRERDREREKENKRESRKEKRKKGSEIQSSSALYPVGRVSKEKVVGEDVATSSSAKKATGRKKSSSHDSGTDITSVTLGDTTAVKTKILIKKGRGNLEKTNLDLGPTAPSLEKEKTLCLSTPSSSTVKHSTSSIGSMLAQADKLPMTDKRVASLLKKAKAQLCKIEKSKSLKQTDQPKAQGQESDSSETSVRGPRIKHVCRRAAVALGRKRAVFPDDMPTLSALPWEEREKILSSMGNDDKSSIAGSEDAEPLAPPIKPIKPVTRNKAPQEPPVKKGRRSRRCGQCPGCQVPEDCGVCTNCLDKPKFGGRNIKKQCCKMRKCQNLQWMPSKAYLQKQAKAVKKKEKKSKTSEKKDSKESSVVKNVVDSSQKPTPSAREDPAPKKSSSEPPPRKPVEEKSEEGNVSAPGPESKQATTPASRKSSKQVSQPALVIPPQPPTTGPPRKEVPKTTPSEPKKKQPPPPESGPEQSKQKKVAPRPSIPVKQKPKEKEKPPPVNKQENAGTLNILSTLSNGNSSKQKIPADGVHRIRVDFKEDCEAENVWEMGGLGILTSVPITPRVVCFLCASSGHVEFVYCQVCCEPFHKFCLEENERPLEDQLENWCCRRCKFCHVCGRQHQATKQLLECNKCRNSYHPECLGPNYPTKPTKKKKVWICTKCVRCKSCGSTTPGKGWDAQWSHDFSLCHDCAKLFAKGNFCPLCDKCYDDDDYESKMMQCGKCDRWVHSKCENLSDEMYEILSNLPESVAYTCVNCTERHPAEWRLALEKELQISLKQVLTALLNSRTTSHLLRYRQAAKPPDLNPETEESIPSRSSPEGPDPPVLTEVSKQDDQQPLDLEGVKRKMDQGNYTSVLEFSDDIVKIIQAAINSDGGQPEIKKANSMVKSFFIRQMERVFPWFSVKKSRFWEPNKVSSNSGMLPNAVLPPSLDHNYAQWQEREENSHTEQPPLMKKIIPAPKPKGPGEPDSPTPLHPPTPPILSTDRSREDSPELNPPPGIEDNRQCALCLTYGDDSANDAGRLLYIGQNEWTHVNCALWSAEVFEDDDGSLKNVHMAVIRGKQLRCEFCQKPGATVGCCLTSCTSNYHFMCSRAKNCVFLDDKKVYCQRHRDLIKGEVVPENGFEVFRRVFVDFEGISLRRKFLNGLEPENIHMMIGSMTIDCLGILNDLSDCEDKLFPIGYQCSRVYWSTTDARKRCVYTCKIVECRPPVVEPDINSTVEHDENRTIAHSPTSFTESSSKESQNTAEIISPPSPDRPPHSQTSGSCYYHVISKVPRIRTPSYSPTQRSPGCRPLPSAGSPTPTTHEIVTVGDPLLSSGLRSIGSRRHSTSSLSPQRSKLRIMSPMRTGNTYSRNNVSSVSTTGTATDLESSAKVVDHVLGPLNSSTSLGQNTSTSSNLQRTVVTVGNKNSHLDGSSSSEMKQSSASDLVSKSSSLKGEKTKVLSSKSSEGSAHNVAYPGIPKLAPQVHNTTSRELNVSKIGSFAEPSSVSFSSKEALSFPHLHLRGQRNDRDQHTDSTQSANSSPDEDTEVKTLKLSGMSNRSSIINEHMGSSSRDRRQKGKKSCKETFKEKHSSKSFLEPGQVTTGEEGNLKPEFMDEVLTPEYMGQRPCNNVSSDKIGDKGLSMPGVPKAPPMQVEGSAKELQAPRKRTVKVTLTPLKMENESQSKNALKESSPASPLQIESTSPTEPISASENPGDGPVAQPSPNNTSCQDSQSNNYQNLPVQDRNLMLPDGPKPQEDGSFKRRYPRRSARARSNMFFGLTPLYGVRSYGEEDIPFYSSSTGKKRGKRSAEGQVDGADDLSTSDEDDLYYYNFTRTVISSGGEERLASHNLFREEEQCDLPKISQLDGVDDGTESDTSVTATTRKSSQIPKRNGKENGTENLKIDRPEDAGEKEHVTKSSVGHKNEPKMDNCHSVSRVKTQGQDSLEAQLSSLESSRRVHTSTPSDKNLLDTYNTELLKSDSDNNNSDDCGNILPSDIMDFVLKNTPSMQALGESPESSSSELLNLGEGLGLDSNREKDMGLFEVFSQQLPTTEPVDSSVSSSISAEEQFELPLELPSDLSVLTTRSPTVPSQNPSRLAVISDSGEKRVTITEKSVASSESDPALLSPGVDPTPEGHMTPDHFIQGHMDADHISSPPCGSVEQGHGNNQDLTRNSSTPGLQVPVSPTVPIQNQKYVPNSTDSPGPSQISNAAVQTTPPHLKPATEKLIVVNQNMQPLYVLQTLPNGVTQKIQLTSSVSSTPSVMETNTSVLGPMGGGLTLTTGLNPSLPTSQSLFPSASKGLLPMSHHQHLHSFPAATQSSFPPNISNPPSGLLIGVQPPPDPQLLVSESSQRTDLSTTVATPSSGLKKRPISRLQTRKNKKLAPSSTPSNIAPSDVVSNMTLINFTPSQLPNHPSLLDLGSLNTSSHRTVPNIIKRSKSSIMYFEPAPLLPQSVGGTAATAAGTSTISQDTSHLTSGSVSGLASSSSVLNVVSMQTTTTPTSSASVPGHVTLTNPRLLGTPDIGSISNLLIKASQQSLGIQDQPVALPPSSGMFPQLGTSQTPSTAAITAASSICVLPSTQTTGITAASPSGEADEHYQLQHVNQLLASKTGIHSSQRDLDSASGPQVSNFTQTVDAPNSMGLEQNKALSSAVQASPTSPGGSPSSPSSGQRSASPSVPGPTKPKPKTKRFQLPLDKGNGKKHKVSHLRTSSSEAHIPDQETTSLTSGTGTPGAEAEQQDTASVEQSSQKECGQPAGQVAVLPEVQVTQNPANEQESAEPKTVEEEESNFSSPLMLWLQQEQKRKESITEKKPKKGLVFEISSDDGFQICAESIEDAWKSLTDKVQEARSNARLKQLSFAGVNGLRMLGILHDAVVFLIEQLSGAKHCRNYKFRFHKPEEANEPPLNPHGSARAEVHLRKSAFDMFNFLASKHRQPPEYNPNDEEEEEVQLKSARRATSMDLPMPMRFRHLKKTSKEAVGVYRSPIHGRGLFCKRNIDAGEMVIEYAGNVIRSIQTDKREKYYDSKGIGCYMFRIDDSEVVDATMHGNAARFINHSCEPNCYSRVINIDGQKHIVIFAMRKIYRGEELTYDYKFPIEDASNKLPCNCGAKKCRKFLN
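Purified MLL-CXXC (added from a 7 uM solution) was preincubated 5 min at ambient with pinned compounds in 50 mM Tris-HCl pH 7.5, 50 mM NaCl, 1 mM DTT, 0.05% BSA. Fluorescein-labeled HOX-A9 DNA (50 nM solution) followed, 30 min, then polarization read.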
GALK inh – qHTS Assay for Inhibitors of Human Galactokinase (GALK) | Purified GALK, Kinase-Glo residual ATP luminescence | Potency, µM (series often up to 57.5 µM), inactives show at the top dose activity change, negative = inhibition, most hits filed as inhibitors | 0.007% of 270,000 active; note: potency is the fitted concentration of half-maximal effect; % is set by controls: 0 for no effect and ±100 for the full control effect
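The enzyme phosphorylates galactose (100 uM) using ATP (35 uM); inhibition is detected as higher residual ATP, quantified by bioluminescence after 1 h reaction at room temperature, pH 8.0.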
FBPA coupling cs – qHTS Assay for Inhibitors of Fructose-1,6-bisphosphate Aldolase from Giardia Lamblia: Coupling assay counterscreen | coupling enzyme system counterscreen, AmpLite Red fluorescence | activity change, negative = inhibition, % at 58.2 µM, hits read low | 0.67% of 290,000 active | AID 2472, 2010; in the data active = activity change below about -30%; note: % is set by controls: 0 for no effect and ±100 for the full control effect
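First, compound is pin-transferred into glyceraldehyde-3-phosphate coupling-enzyme reagent at 57.5 uM final and held 10 min at RT. Next, substrate, coupling system and AmpLite Red are added. After 20 min RT, fluorescence (525/598 nm) is read.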
Chronic BCR inh – qHTS Assay to Find Inhibitors of Chronic Active B-Cell Receptor Signaling; AID 493014, 2011; ABC-DLBCL IkBa-CBG/CBR reporter, luminescence ratio, 4 h; 0.05% of 340,000 active; Potency, µM (titrated, usually from 46.1 µM), without a hit: at the top dose ratio change, negative = lower green/red ratio, actives largely listed as inhibitors; active = well fitted inhibition curve with a large enough effect in the signal ratio, with a control signal flat, not every such curve was filed as active; inconclusive = small, poorly fitted or top-dose-only effect, or effect the other way, or a change in a side signal; the % refers to the signal ratio;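 note: potency is the fitted concentration of half-maximal effect; plate controls were basal doxycycline-induced cells for no effect and cells given 10 µM MG132 for full effect; MG132 reads +100%, hits lower the ratio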
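Compounds up to 46 uM were incubated four hours with TMD8 cells whose green CBG68 luciferase is fused to IkappaBalpha; red CBR luminescence normalised the signal, and concentration-effect curves were fitted to fusion, red and ratio data.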
KCNH2 WT inh – qHTS for Inhibitors of KCHN2 3.1: Wildtype qHTS. U2OS, BacMam KCNH2, thallium flux FluxOr; active compounds read low. activity change, % at 1.84 µM. 0.37% of 340,000 active;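 active = maximum activity change below -70%; inconclusive = maximum activity change between -70% and -50%; inactive = maximum activity change above -50%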; note: % is set by controls: 0 for no effect and ±100 for the full control effect
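U2OS cells were transduced with wild-type KCNH2 virus (2.03 x 10^8 / mL) for 4 h at room temperature, then cultured overnight at 37 C. Thallium flux was read with FluxOr dye. Rate constants were normalized to DMSO controls.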
AT treatment – qHTS Assay for Identifying a Potential Treatment of Ataxia-Telangiectasia | AID 485349, 2010 | 0.19% of 320,000 active | […] A-T fibroblasts, KAP-1 phosphorylation AlphaLISA; neocarzinostatin DNA damage 30 min before lysis | Potency, µM (top dose mostly 57.5 µM), for the others: top-dose activation, hits mostly activators; note: potency is the fitted concentration of half-maximal effect; % of control where 0% means no effect; nearly all actives have a fitted effect of over 45% in size
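ATM-like activity read as KAP-1 phosphorylation via AlphaLISA donor/acceptor antibody pairs after lysis and 6 hr at 25C. Cells were ATM-null patient fibroblasts ([…], hTERT), dosed 60 min, then exposed to the DSB inducer NCS for 30 min.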
TSHR antagonist – Antagonists of the Thyroid Stimulating Hormone Receptor: HTS campaign; AID 504810, 2011; 0.2% of 330,000 active; activity change, negative = inhibition, % at 11.5 µM; Thyrotropin receptor (Homo sapiens), P16473; TSHR-expressing cells, TSH-stimulated cAMP HTRF, 2 h; active compounds read low;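 active = activity change below a set negative limit, meaning inhibition stronger than a set level, cut at about -70% in these data; inconclusive = activity change between two set negative limits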; note: % is set by controls: 0 for no effect and ±100 for the full control effect
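Antagonism was scored as loss of TSH-driven cAMP in TSHR cells, stimulated with 4nM TSH (EC80) for 2 hours at 37 deg C and detected by homogeneous HTRF competition immunoassay.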
TCR act – Activators of T cell receptors: qHTS campaign; 330,000 tested, under 10 active; AID 504894, 2011; Potency, µM (series often up to 9.22 µM), inactives show top-dose activation of IL-2 secretion, actives largely listed as activators; primary human leukocytes, anti-CD3, IL-2 HTRF, 48 h; note: % of control where 0% means no effect
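Readout: HTRF IL-2, Eu-cryptate/d2 antibody pair, 320nm excitation, 665nm emission. Stimulus: a-CD3 beads, no co-stimulation. Cells: primary human leukocytes. Exposure: 48 hr with compound.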
Giardia kill – Small Molecules that selectively kill Giardia lamblia: qHTS; 0.15% of 340,000 active; Giardia lamblia trophozoite viability; AID 540267, 2011; activity change, % at 7.66 µM, hits read low; in the data active = activity change below about -80%; inconclusive = between about -30% and that limit;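 note: parasites exposed to compound for two days anaerobically before the ATP read; % is set by controls: 0 for no effect and ±100 for the full control effect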
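Giardia trophozoites, 100 cells per well, were exposed to compounds for 48 hrs at 37 deg C under anaerobic conditions; viability was then read as ATP content by bioluminescence after 15-30 min at room temperature.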
Tb PFK block – qHTS Assay to Find Inhibitors of T. brucei phosphofructokinase; ATP-dependent 6-phosphofructokinase (Trypanosoma brucei brucei), O15648; T. brucei PFK, ADP-Glo luminescence; 0.17% of 330,000 active; Potency, µM (series often up to 57.5 µM), inactives show top-dose activity, negative = inhibition, most hits filed as inhibitors;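 note: potency is the fitted concentration of half-maximal effect; 0% = uninhibited 1x PFK enzyme wells and -100% = no-enzyme wells; nearly all actives have a fitted effect of over 60% in size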
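In TEA buffer at pH 8.0 with 5 mM MgCl2, enzyme (1.25 nM) converted F6P (0.5 mM) and ATP (0.1 mM) for 45 min at room temperature. ADP product was read by luciferase luminescence.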
Active calls of the source: *; ? = inconclusive; . = not tested or not shown; & = joins results of further samples; [ ] = remark or other dose. Unless noted, calls come from the whole dose curve; as a rule, active = well fitted curve in the direction sought with a large enough effect; inconclusive = small, poorly fitted or top-dose-only effect, or another doubt; inactive = no such curve, though single readings can be large; an effect the other way counts as inactive or inconclusive.

molecule | Giardia kill | KCNH2 WT inh | TCR act | Tb PFK block | CXXC DNA block | Chronic BCR inh | FBPA coupling cs | TSHR antagonist | AT treatment | GALK inh
NS(=O)(=O)c1ccc(CCNC(=O)/C=C/c2ccccc2[N+](=O)[O-])cc1 | -17 | -9 | -7% | -4% | -1% | 4% | -2 | 1 | -2% | -1%
Cc1ccc(Cn2c(SCC(=O)Nc3cccc(C)n3)nc3c2c(=O)n(C)c(=O)n3C)cc1 | . | . | . | -3% | 12% | 0% | 4 | 0 | 2% | -4%
Cn1ncc(Br)c1C(=O)N1CCN(C(=O)c2ccco2)CC1 | -7 | 0 | -4%[46.1 µM] | -13% | 8% | 2% | 3 | 7 | -6% | 1%
Cc1ccc(-c2noc(CCC(=O)NCC3CCN(Cc4cccc(C)c4)CC3)n2)cc1 | 14 | 31 | 3% | 2% | 10% | -7% | 5 | -1 | -1% | 3%
O=C(CSc1nnc(CNC(=O)c2ccccc2F)o1)c1ccc(Cl)cc1 | 1 | 17 | 0% | 4% | 2% | ? | 5 | -9 | 2% | -2%
Cc1c(C#N)c2ncn(CCCN(C)C)c(=O)c2n1-c1ccccc1 | -16 | -2 | 3% | 4% | -1% | 1% | -1 | -8 | -5% | 1%
CC(=O)c1c(C)[nH]c(C(=O)Nc2nccs2)c1C | 5 | 16 | 0% | -6% | 8% | ? | 3 | -1 | 0% | 4%
COc1ccccc1CN1CCCCC1C(=O)O (configuration not stated) | -1 | 4 | -5% | -3% | 1% | 8% | -11 | -6 | 7% | 2%
O=C(N/N=C/c1ccc(Cl)c([N+](=O)[O-])c1)c1cc(-c2ccccc2)nc2ccccc12 | -9 | . | 4% | 3% | -1% | -7% | 5 | -2 | -8% | 6%
CN(CCO)c1cc(Sc2nc3ccccc3s2)c2nonc2c1[N+](=O)[O-] | 1 | -2 | -4% | ? | 17% | ? | -7 | -18 | -7% | 0%
CCOC(=O)N1CCC(NC(=O)c2cc3c(-c4ccc(OC)c(OC)c4)nn(C)c3s2)CC1 | 6 | -3 | -20% | 0% | -1% | 2% | 4 | -11 | -11% | 2%
COc1ccccc1/C=C/C=N/n1c(-c2ccc(Cl)cc2)n[nH]c1=S | -6 | 0 | 4% | ? | -8% | ? | 0 | 5 | -1% | 1%

Next structures
molecule | Giardia kill | KCNH2 WT inh | TCR act | Tb PFK block | CXXC DNA block | Chronic BCR inh | FBPA coupling cs | TSHR antagonist | AT treatment | GALK inh
Cc1ccccc1CSc1nnc([C@@H]2CCCN2)o1 | 6 | 10 | -3% | 1% | 0% | . | 0 | -6 | 2% | 1%
O=C(NCCc1ccncc1)c1ccc2nc(Cc3cccc(Cl)c3)oc2c1 | 9 | 7 | 10% | -1% | 2% | -1% | . | -15 | 6% | -8%
COc1cccc(OCC(O)CN2CCC(C)CC2)c1 (configuration not stated) | 0 | -5 | 5% | -7% | -11% | 0% | 0 | 5 | -7% | 1%
COc1cc(/C=C2\SC(N3CCCCC3)=NC2=O)cc(OC)c1OC | 12 | -2 | -2% | 1% | 5% | ? | 0 | 1 | 40% | .
CCS(=O)(=O)N1CCC(C(=O)N2CCc3ccccc3C2)CC1 | 3 | 2 | 1% | 0% | -1% | ? | 0 | 6 | -2% | 2%
Cc1cc(C(=O)NCCN2C(=O)S/C(=C\c3cccs3)C2=O)ccc1[N+](=O)[O-] | -8 | 17 | -5%[46.1 µM] | 0% | -6% | 2% | 1 | -9 | -7% | 1%
Cc1ccc2nc(-c3cccc(NS(C)(=O)=O)c3)cc(-c3ccccc3)c2c1 | 44[activator] | 6 | -1%[46.1 µM] | -4% | 11% | ? | 0 | 56 | 5% | -1%
COc1ccc(/C=C/C(=O)c2ccc([N+](=O)[O-])o2)cc1 | -21 | 4 | -2% | -2% | . | -25% | . | -8 | 34% | .
CN(C)CCCNC(=O)/C(=C\C=C\c1ccccc1)NC(=O)c1ccc([N+](=O)[O-])cc1 | -3 | -72* | 3% | 3% | -6% | 0% | -2 | -5 | 9% | 0%
COc1ccc(NC(=O)c2sc3nc(C)nc(N4CCN(c5ccccn5)CC4)c3c2C)cc1Cl | 0 | -78* | 2% | -11% | 0% | -2% | -2 | 38 | -8% | 7%
CCN(CC)CCNC(=O)C1c2ccccc2Oc2ccccc21 | 8 | -30 | -18% | -4% | 12% | -2% | 3 | 4 | -1% | -1%
Cc1cc2ccccc2n2c(SCC(=O)N3CCc4ccccc4C3)nnc12 | 15 | 0 | -4%[46.1 µM] | 2% | 12% | 12% | -14 | 0 | 3% | 1%

Later entries
molecule | Giardia kill | KCNH2 WT inh | TCR act | Tb PFK block | CXXC DNA block | Chronic BCR inh | FBPA coupling cs | TSHR antagonist | AT treatment | GALK inh
CC(=O)c1cc2c(cc1NC(=O)Cn1nc(C)c(C)c(C#N)c1=O)OCO2 | -5 | 7 | -5% | -3% | . | -4% | . | 2 | -3% | .
CS(=O)(=O)N1CCCC(C(=O)N2CCc3ccccc3C2)C1 (configuration not stated) | 20 | 5 | 1% | 1% | -1% | 8% | . | 1 | 3% | 2%
Cc1cc(OCC(=O)N(Cc2ccco2)C2CCS(=O)(=O)C2)ccc1Cl (configuration not stated) | 10 | 7 | 5% | 1% | -8% | ? | 0 | -12 | -4% | -3%
Cc1ccc(S(=O)(=O)N(CC(=O)N2CCOCC2)CC(=O)N2CCOCC2)cc1 | -6 | -1 | -4% | 1% | -1% | 8% | 2 | 18 | -5% | 0%
Cc1ccc(CCNC(=O)c2ccc3nc4ccccc4c(=O)n3c2)cc1 | -14 | -3 | 4% | 0% | 8% | -2% | 2 | 0 | 2% | .
O=C(Nc1cccc(F)c1)c1cc(S(=O)(=O)N2CCOCC2)cs1 | 0 | -8 | -3% | -8% | 3% | ? | 0 | 5 | 2%[11.5 µM] | 4%
CCCC(=O)Nc1nnc(-c2ccccc2)o1 | -20 | -23 | -9% | -1% | 7% | -27% | -2 | -5 | 0% | 0%
COc1ccc(OC)c(Nc2nc(-c3sc(NC(=O)CC(C)C)nc3C)cs2)c1 | -11 | -5 | -1% | 4% | -3% | ? | -3 | -8 | 8% | 0%
COc1cc(/C=C2\SC(=S)N(NC(=O)c3ccccc3O)C2=O)ccc1O | 9 | 4 | 0% | 0% | ? | -1% | -1 | -18 | -67%[inhibitor] | -2%
O=C(c1cccnc1)N1CCN(c2c(Cl)cccc2[N+](=O)[O-])CC1 | 20 | 3 | 2% | -5% | -4% | 6% | -1 | 3 | 2% | 0%
COc1ccc(C(OC(=O)c2c(C)noc2C)C(=O)NC2CCCC2)cc1 (configuration not stated) | 5 | -1 | 4% | 1% | 5% | -1% | 3 | 10 | -3% | -2%
O=C(CCC1CCCN(C(=O)CCC(F)(F)F)C1)NCc1ccc(F)c(F)c1 (configuration not stated) | 7 | 1 | 6% | 2% | -8% | 0% | -3 | 11 | 9% | 1%

One compound at a time (already shown). Order of values: Giardia kill, KCNH2 WT inh, TCR act, Tb PFK block, CXXC DNA block, Chronic BCR inh, FBPA coupling cs, TSHR antagonist, AT treatment, GALK inh
CS(=O)(=O)N1CCCC(C(=O)N2CCc3ccccc3C2)C1 (configuration not stated) is listed as 20, 5, 1%, 1%, -1%, 8%, ., 1, 3%, 2%
Cc1ccc(CCNC(=O)c2ccc3nc4ccccc4c(=O)n3c2)cc1 is listed as -14, -3, 4%, 0%, 8%, -2%, 2, 0, 2%, .

Continuation:
molecule | Giardia kill | KCNH2 WT inh | TCR act | Tb PFK block | CXXC DNA block | Chronic BCR inh | FBPA coupling cs | TSHR antagonist | AT treatment | GALK inh
O=C(O)c1ccccc1C(=O)N1CCN(S(=O)(=O)c2cccc(C(F)(F)F)c2)CC1 | 11 | 2 | -2%[46.1 µM] | 0% | . | 0% | . | 4 | -3% | .
O=C(NCCN1CCOCC1)C(=O)c1c[nH]c2ccccc12 | -2 | 8 | -11% | -2% | 12% | 1% | 2 | -10 | 6% | 8%
CCC1=C(OC(=O)N(CC)CC)N2C(=O)OC(=NCC3CC3)[C@]2(C)[C@H]2C1=CC[C@H]1C(=O)N(C)C(=O)[C@H]12 | -11 | -9 | 4% | -1% | 2% | ? | -2&3 | -6 | 13% | 5%
O=C(COC(=O)c1cc(Br)ccc1O)NC1CCCCCC1 | 5 | -12 | -1% | -7% | . | 0% | . | -8 | -4% | .
COc1ccc(NC(=O)COC(=O)c2cc(OC)c(OC)c(OC)c2)c([N+](=O)[O-])c1 | 2 | 11 | -1% | 1% | -3% | -3% | -1 | 0 | -3% | -1%
